Pf apPOL inh = Pf-apPOL DNA polymerase inhibition. 210,000 compounds, 0.25% hits. inhibition, % at 10 µM. Recombinant Pf-apPOL, molecular beacon fluorescence, 1.5 h
mHTT-CaM PPI inh = mHTT-calmodulin interaction abrogation; AlphaScreen His-mHTT/GST-CaM binding, luminescence; AID 1671202; inhibition, % at 15 µM; 190,000 compounds, 3.6% hits;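 also: 0% = both proteins with DMSO and 100% = one protein alone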
* = called active by the depositor; . = not tested or not shown; & = joins results of further samples. Rule as the data show it: active = inhibition above about 50%; inactive = the rest. Only part of the results is shown. The share of hits here may be higher or lower than overall.

structure	Pf apPOL inh	mHTT-CaM PPI inh
CCc1nc2c(n1C)CN(CC(=O)Nc1ccc(OC)c(OC)c1)CC2	-9	5
Cc1ccc(S(=O)(=O)N(CC(=O)O)Cc2cccc(C)c2)cc1	3	-2
Cc1ccc2nc(NCc3ccco3)c(C=NCc3ccco3)c(=O)n2c1	-1	.
Cc1cc(C)cc(C(=O)N2CCCC(C(=O)Nc3cccc(F)c3)C2)c1 (configuration not stated)	-1	3
Cc1ccc(S(=O)(=O)N2CCCC(C(=O)O)C2)cc1 (configuration not stated)	-2	5
Cc1cc(C)c(N2CCC(=O)N2)c(C)c1	27	16
Cc1ccccc1OCC(=O)NCC(=O)O	-12	-4
CC(=NO)c1ccc(Cl)cc1Cl	-6	.
Cc1ccccc1-n1nc(C(=O)N2CCC(C)CC2)nc1C	-6	-3
O=C(NCC(c1ccccc1)c1c[nH]c2ccccc12)C(F)(F)F (configuration not stated)	-4	.
O=C(CSc1nnc(-c2c[nH]c3ccccc23)n1Cc1ccccc1)NO	-6	8
O=C1C(=O)N(CCc2ccccc2)c2ccc(Cl)cc21	-4&2	34&38
CC(C)Cn1c(CC2CCN(S(=O)(=O)c3cccnc3)C2)nc2cccnc21 (configuration not stated)	0	5
CCC(Oc1ccccc1)C(=O)NC1CCCCCCC1 (configuration not stated)	-6	-6
COc1ccc(Br)cc1CNc1ccc2c(c1)OCO2	-7	98*
N#Cc1c(NC(=O)CCC2CCCC2)sc2c1CCCCCC2	.	4
Clc1ccc(C2CC(c3cccnc3)Nc3nc4ccccc4n32)cc1 (configuration not stated)	0	1
COCCCN1COc2ccc3c(C)c(-c4ccc(OC)c(OC)c4)c(=O)oc3c2C1	-8	0
O=c1sc2ccccc2c(NCc2ccccc2)c1[N+](=O)[O-]	0	1
C[C@]12CC[C@@H]3c4ccc(O)cc4C[C@@H](CCCCCCCCCS(=O)CCCC(F)(F)C(F)(F)F)[C@H]3[C@@H]1CC[C@@H]2O (some centres not stated)	2	.
O=C(Nc1ccccc1)c1ccc(-c2ccnc(N3CCCC3)n2)cc1	1	2
NC(=O)CN(CCc1ccccc1)S(=O)(=O)c1cc(Cl)ccc1Cl	-2	4
C[n+]1cccc(C2CCCCN2C(=O)c2ccccc2)c1 (configuration not stated)	-2	0
CCOc1ccc(C2=CC(c3cccc(OC)c3OC)n3ncnc3N2)cc1Cl (configuration not stated)	3	-3
CCCNC(=O)N1CCCC(C)(C(=O)NCc2ccc(C)cc2)C1 (configuration not stated)	-3	-7
CCOc1ccc(C(=O)NC(C)CCc2ccccc2)cc1 (configuration not stated)	-3	-9
COc1ccc(NC(=O)c2ccc(C)cc2Cl)cc1Cl	-9	-5
Cc1cc(Br)ccc1NC(=O)c1cc2c(=O)n3cccc(C)c3nc2s1	-5	-23
N#Cc1c(NCc2cccnc2)ccc([N+](=O)[O-])c1NCc1cccnc1	-14	.
Cc1ccc(-c2cncc(C(=O)NCc3ccc(F)cc3)c2)cc1	-18	-9
COc1ccc(NC(=O)c2cncc(-c3ccc(C)cc3)c2)cc1Cl	-1	-2
Cc1ccc(NCN2C(=O)S/C(=C\c3ccc(C)o3)C2=O)cc1	17	2
COc1cc2c(cc1OC)C(c1ccc(O)cc1)NCC2 (configuration not stated)	0	-1
Cc1cccc(C)c1NC(=O)C1(N(C)C(=O)C2CCCN2C(=O)C(C)(C)C)CCCCC1 (configuration not stated)	-8	3
O=C1CCC(=O)N1CN1CCC(CCCC2CCN(CN3C(=O)CCC3=O)CC2)CC1	-22	.
COc1ccc(Cl)cc1C(=O)Nc1cc(-c2nc3ncccc3o2)ccc1Cl	0	1
O=C(Oc1ccc2c(=O)c(-c3ccccc3)coc2c1)c1ccccc1	-4	3
CCOC(=O)c1cnn(C(=O)Cc2ccsc2)c1N	-4&-8	.
Cc1cc(C(=O)NCc2ccccc2)c(=O)[nH]c1C	2	0
Cn1c2ccccc2c(=O)c2c(=O)n(Cc3ccco3)c(CN3CCCCC3)nc21	-8	21
CC(=O)N1CCN(c2nc3c(s2)CC(C(=O)NCc2cccc(C)c2)CC3)CC1 (configuration not stated)	0	22
Cc1ccc(C(=O)N2CCCC2COc2ccc(C(=O)N3CCCC3)cc2)cc1 (configuration not stated)	6	4
O=[N+]([O-])c1ccc(C2SCCN2S(=O)(=O)c2ccc(F)cc2)cc1 (configuration not stated)	2	10
O=[N+]([O-])c1ccc(-n2ccnc2)cc1	1	3
Cc1oc(C2CCN(C(=O)c3ccccc3)CC2)nc1C(=O)N(C)C	-2	-9
CCOCCCNC(=O)c1cc(-c2ccc(Br)s2)nc2ccccc12	4	-2
O=C(Nc1ccc(N2CCCCC2)c(Cl)c1)c1ccccc1[N+](=O)[O-]	-1	17
O=C(O)CC12CC3CC(CC(O)(C3)C1)C2	1&1&3	-3&-5&-7
COc1cccc2onc(N)c12	9	.
COc1ccc(N2CCN(C(=O)c3ccccc3F)C(C)C2=O)cc1 (configuration not stated)	-2	-4
CCc1nc(-c2ccccc2)n2ccn(CC#N)c(=O)c12	0	42
CN(CC(=O)NCCc1ccccc1)S(=O)(=O)c1ccc2[nH]c3c(c2c1)CCCC3	-4	33
N#CC1=C(N)Oc2c(oc(CO)cc2=O)C1c1cccc(F)c1 (configuration not stated)	1	2
CCN(CC)C(=O)N1CCc2c(nc3cc(-c4ccccc4Cl)[nH]n3c2=O)C1	4	7
CCn1c(=O)c2c(ncn2Cc2ccccc2C)n(-c2ccccc2)c1=O	-1	2
O=C(C1CCCCC1)N1CCC(CCOc2ccccc2F)CC1	-5	-30
O=C(NCCSc1ccccn1)c1cccc(Cl)c1	-11	-4
O=C(CSC1=NCCS1)NCCSCc1ccco1	-3	.
O=C(NCc1ccccc1)c1ccc(SCCN2CCOCC2)nc1	-5	-3
N#Cc1ccc(-c2c(NC(=O)NS(=O)(=O)c3ccccc3Cl)oc(-c3ccco3)c2C#N)cc1	-6	.

2 entries picked at random from the list so far:
structure	Pf apPOL inh	mHTT-CaM PPI inh
CCN(CC)C(=O)N1CCc2c(nc3cc(-c4ccccc4Cl)[nH]n3c2=O)C1	4	7
COc1ccc(N2CCN(C(=O)c3ccccc3F)C(C)C2=O)cc1 (configuration not stated)	-2	-4

Next structures follow.
structure	Pf apPOL inh	mHTT-CaM PPI inh
CCOC(=O)c1ccc2[nH]c(-c3ccccc3)cc(=O)c2c1	-14	.
O=C(c1cc(F)c(F)cc1Cl)n1nnc2ccccc21	-5	-11
Cc1cc(C)c2c(c1)sc1c(C)c(C)ccc12	-18	.
COc1cc(NC(=O)N2CCCC2c2cc(C)on2)cc(OC)c1 (configuration not stated)	-1	2
CCOC(=O)c1oc2c(CN3CCCCC3C)c(O)ccc2c(=O)c1-c1ccc(OC)c(OC)c1 (configuration not stated)	2	6
CCC1CCCCN1C(=O)c1oc(=O)c2ccccc2c1-c1ccc(C)cc1 (configuration not stated)	-2	8
O=C(c1ccc2c(c1)OCO2)N1CCN(c2cc(-c3ccccc3)[nH]n2)CC1	-4	17
COc1ccc(NC(=O)COc2c(C)cc(C)cc2C)c(OC)c1	-3	-8
COc1ccccc1CC(=O)N1CCC(Nc2ncnc3c2CCC3)C1 (configuration not stated)	-1	-9
CC1C(c2ccccc2)C(C#N)(C#N)C2(C#N)CC1(O)NC2=O (configuration not stated)	-1	-8
CCOC(=O)c1cc(-c2csc(Nc3ccccc3)n2)on1	4	.
C=CCNC(=O)CN(c1cc(C)ccc1C)S(C)(=O)=O	-3	-1

No new results follow: entries from further up.
structure	Pf apPOL inh	mHTT-CaM PPI inh
Cc1oc(C2CCN(C(=O)c3ccccc3)CC2)nc1C(=O)N(C)C	-2	-9
CCOCCCNC(=O)c1cc(-c2ccc(Br)s2)nc2ccccc12	4	-2
O=C(Nc1ccc(N2CCCCC2)c(Cl)c1)c1ccccc1[N+](=O)[O-]	-1	17
O=C(O)CC12CC3CC(CC(O)(C3)C1)C2	1&1&3	-3&-5&-7
COc1cccc2onc(N)c12	9	.
COc1ccc(N2CCN(C(=O)c3ccccc3F)C(C)C2=O)cc1 (configuration not stated)	-2	-4
CCc1nc(-c2ccccc2)n2ccn(CC#N)c(=O)c12	0	42
CN(CC(=O)NCCc1ccccc1)S(=O)(=O)c1ccc2[nH]c3c(c2c1)CCCC3	-4	33
N#CC1=C(N)Oc2c(oc(CO)cc2=O)C1c1cccc(F)c1 (configuration not stated)	1	2
CCN(CC)C(=O)N1CCc2c(nc3cc(-c4ccccc4Cl)[nH]n3c2=O)C1	4	7
CCn1c(=O)c2c(ncn2Cc2ccccc2C)n(-c2ccccc2)c1=O	-1	2
O=C(C1CCCCC1)N1CCC(CCOc2ccccc2F)CC1	-5	-30
O=C(NCCSc1ccccn1)c1cccc(Cl)c1	-11	-4
O=C(CSC1=NCCS1)NCCSCc1ccco1	-3	.
O=C(NCc1ccccc1)c1ccc(SCCN2CCOCC2)nc1	-5	-3
N#Cc1ccc(-c2c(NC(=O)NS(=O)(=O)c3ccccc3Cl)oc(-c3ccco3)c2C#N)cc1	-6	.
CCOC(=O)c1ccc2[nH]c(-c3ccccc3)cc(=O)c2c1	-14	.
O=C(c1cc(F)c(F)cc1Cl)n1nnc2ccccc21	-5	-11
Cc1cc(C)c2c(c1)sc1c(C)c(C)ccc12	-18	.
COc1cc(NC(=O)N2CCCC2c2cc(C)on2)cc(OC)c1 (configuration not stated)	-1	2
CCOC(=O)c1oc2c(CN3CCCCC3C)c(O)ccc2c(=O)c1-c1ccc(OC)c(OC)c1 (configuration not stated)	2	6
CCC1CCCCN1C(=O)c1oc(=O)c2ccccc2c1-c1ccc(C)cc1 (configuration not stated)	-2	8
O=C(c1ccc2c(c1)OCO2)N1CCN(c2cc(-c3ccccc3)[nH]n2)CC1	-4	17
COc1ccc(NC(=O)COc2c(C)cc(C)cc2C)c(OC)c1	-3	-8
COc1ccccc1CC(=O)N1CCC(Nc2ncnc3c2CCC3)C1 (configuration not stated)	-1	-9
CC1C(c2ccccc2)C(C#N)(C#N)C2(C#N)CC1(O)NC2=O (configuration not stated)	-1	-8
CCOC(=O)c1cc(-c2csc(Nc3ccccc3)n2)on1	4	.
C=CCNC(=O)CN(c1cc(C)ccc1C)S(C)(=O)=O	-3	-1

More results follow:
structure	Pf apPOL inh	mHTT-CaM PPI inh
O=C(Nc1ccc([N+](=O)[O-])cc1)c1ccccc1Cl	-10	1
Cc1cc(C)cc(NC(=O)N2CCOc3ccc(C)cc32)c1	-8	4
O=C1OC(c2cc([N+](=O)[O-])ccc2Cl)=N/C1=C\c1ccccc1[N+](=O)[O-]	3	-3
COc1ccc(CC(=O)Oc2cc(C)[nH]c(=O)c2[N+](=O)[O-])cc1	-1	2
Cc1cc(C)cc(CN2CCCN(c3ccc(NC(=O)C4CC4)cc3)C2=O)c1	-9	9
CC1=NN(c2ccc(Cl)c(Cl)c2)C(=O)/C1=C/c1ccc(N(C)C)cc1	1	44
CCN(CC)CCCNC(=O)c1cc2cc3ccc(OC)cc3nc2o1	0	-2
CCSc1nnc(-c2nn(C)c3c2CN(C(=O)CCc2ccc(OC)cc2)CC3)n1C	-2	6
CCCC(=O)N1CCN(c2nc(C(C)C)c3c(c2C#N)CC(C)(C)OC3)CC1	89*	0
NNC(=O)CN1C(=O)Nc2ccc(Br)cc2C1c1ccccc1 (configuration not stated)	-2	12
CC(C)c1nnc(NC(=O)CC23CC4CC(CC(C4)C2)C3)s1	2	-1
NS(=O)(=O)c1ccc(CCNC(=O)c2cnc3sccn3c2=O)cc1	2	6
COc1ccccc1-c1nc2ccc(C)cn2c1NC(=O)CCCl	9	0
C#CCN(C)C(=O)c1ccc(-c2ccc(F)cc2)s1	-8	-35
CN(C)c1ccc(N=Cc2nc(-c3ccccc3)oc2O)cc1	-6	7
O=C(NC1CC2CC1CN2C(=O)c1cc2c(s1)CCCC2)c1cccnc1 (configuration not stated)	3	5
CCc1ccc(-c2cn(-c3ccc(Cl)cc3)c(=O)[nH]2)cc1	4	17
COCCCNC(=O)c1c[nH]c2ccc(S(=O)(=O)Nc3cccc(Cl)c3C)cc2c1=O	-4	44
CCC(=O)N1c2ccccc2NC2=C(C(=O)CC(C)(C)C2)C1c1ccccc1F (configuration not stated)	2	10
COc1ccc(C(C)NC(=O)C(N)=O)cc1 (configuration not stated)	-2	-4
CCCN1C(=O)Cc2ccccc2C1C(=O)NCc1ccc(C)c(C)c1 (configuration not stated)	-3	20
CCOC(=O)c1cccc(NC(=O)C2=C(C)C(=O)OC23CCCCC3)c1	-5	2
COc1cc2c(cc1NC(=O)c1ccccc1I)CCCC2	-13	-10
Cc1ccc(S(=O)(=O)c2nc(-c3ccco3)oc2SC(C)C)cc1	-2	5
